Screens deposited in PubChem BioAssay by several laboratories.
Rac1 GTP hydrolysis – MgcRacGAP GTPase-activating activity inhibitors, confirmation, biochemical, ADP Hunter fluorescence; inhibition, % at 30 µM, or IC50 in µM where a hit was titrated; MgcRacGAP-stimulated Rac1 GTP hydrolysis, ADP Hunter fluorescence; higher % means a stronger effect; GST-tagged Rac1 F28L mutant substrate; hit rate 0.6% among 340,000;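 active = first-screen hits whose inhibition reached a set limit at any dose in the follow-up dose series; inconclusive = inhibition above the set first-screen limit but never retested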;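 note: fluorescence reports GDP produced by GAP-driven GTP hydrolysis; strong numbers were not always called active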
GPR35 arrestin U2OS – inhibition of zaprinast-stimulated GPR35 beta-arrestin translocation – imaging, U2OS, beta-arrestin-GFP, zaprinast agonist, primary screen (AID 2058); U2OS GPR35 beta-arrestin-GFP translocation imaging, zaprinast antagonism; higher % means a stronger effect; inhibition, % at 10 µM; hits with a dose series show IC50 in µM; hit rate 0.052% among 290,000;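 active = inhibition of at least 50% with at least 30 cells and total cytoplasm GFP at most 10,000,000; inconclusive = under 30 cells or total GFP of 10,000,000 plus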
Salmonella PhoP GFP – PhoP-dependent GFP reporter repression – Salmonella Typhimurium, primary screen (AID 1863) | S. Typhimurium PhoP-regulated promoter GFP reporter, 4 h; higher % means a stronger effect | one-dose inhibition, % at 50 µM; IC50 in µM for titrated hits | hit rate 0.16% among 300,000;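 active = inhibition over 29.93%, a cutoff 3 SD above the screen mean, later confirmed by dose response; inconclusive = inhibition over 29.93% but no dose response follow-up; inactive = inhibition at most 29.93% or unconfirmed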;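 note: 0% = low Mg2+ inducing control and 100% = high Mg2+ repressing control; strong numbers were not always called active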
CSM14.1 death rescue – protection against thapsigargin-triggered cell killing – 384-well, CSM14.1, ATP luminescence, primary screen (AID 1222) | CSM14.1 thapsigargin-induced death rescue, ATP luminescence; higher % means a stronger effect | one-dose cellular ATP content (survival), % at 20 µM; EC50 in µM for titrated hits | 190,000 tested, under 10 active;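 active = EC50 below 50 µM in the dose-response confirmation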;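 note: death triggered by thapsigargin at about 15 µM added after 2 h compound pretreatment; cell ATP read after overnight thapsigargin exposure of roughly 18 to 22 hours; normalized against plate controls of thapsigargin alone and 5% DMSO vehicle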
LYP inhibition – inhibitors of LYP phosphatase, biochemical, fluorescence intensity, uHTS (AID 1779); recombinant LYP phosphatase, fluorescence intensity; higher % means a stronger effect; hit rate 0.054% among 290,000; one-dose inhibition, % at 11.5 µM; IC50 in µM for titrated hits; in the data active = inhibition above about 50%;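 note: plate controls were vehicle with enzyme for no effect and no enzyme for full effect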
Dengue-2 NS5 capping – Dengue-2 NS5 methyltransferase inhibitors, primary screen, biochemical, confirmation dose response (AID 588689); hit rate 0.3% among 340,000; inhibition, % at 25 µM; hits with a dose series show IC50 in µM; Dengue-2 NS5 methyltransferase capping enzyme assay, biochemical; higher % means a stronger effect; in the data active = a potency from the dose series; inconclusive = inhibition above about 29% without an active follow-up result
RSV CPE inhibition – inhibition of RSV-induced cytopathic effect – HEp-2 cells, primary 10 µM value included (AID 2391) | CPE inhibition, % at 10 µM; hits with a dose series show IC50 in µM | hit rate 0.13% among 310,000 | HEp-2 cells, RSV-induced CPE inhibition; higher % means a stronger effect; in the data active = a potency from the dose series; inconclusive = CPE inhibition mostly from about 23% at the one dose, without a potency; inactive = the rest, 99 in 100 with CPE inhibition below about 21%; note: strong numbers were not always called active
West Nile antiviral – inhibition of WNV-induced cytopathic effect – cell-based, CPE readout (AID 1621) | West Nile virus-infected cells, CPE inhibition; higher % means a stronger effect | CPE inhibition, % at 10 µM, or IC50 in µM where a hit was titrated | hit rate 0.02% among 290,000; in the data active = a potency from the dose series; inconclusive = CPE inhibition mostly from about 3.7% at the one dose, without a potency; inactive = the rest, 99 in 100 with CPE inhibition below about 2.2%; note: strong numbers were not always called active
Large T inhibition – TAg ATPase/helicase activity blockers – biochemical (AID 1903); SV40 large T antigen ATPase/helicase inhibition assay; higher % means a stronger effect; inhibition, % at 20 µM; hits with a dose series show IC50 in µM; hit rate 0.39% among 310,000; in the data active = a potency from the dose series; inconclusive = inhibition mostly from about 32% at the one dose, without a potency; inactive = the rest, 99 in 100 with inhibition below about 32%; note: strong numbers were not always called active
An asterisk follows results filed as active; ? = inconclusive; nt = not tested or not shown.

SMILES	Rac1 GTP hydrolysis	GPR35 arrestin U2OS	Salmonella PhoP GFP	CSM14.1 death rescue	LYP inhibition	Dengue-2 NS5 capping	RSV CPE inhibition	West Nile antiviral	Large T inhibition
COCc1cc(C)nc(OCC(=O)N/N=C/c2cccc(OC)c2)c1C#N	8%	-6%	2%	-0.3%	-5%	-3%	1.9%	0.5%	6%
COc1ccc(OC)c(NC2=NC3(CCCCC3)N=C(N)N2)c1	5%	-9%	-10%	5.0%	-10%	-6%	0.1%	-0.2%	1%
Clc1cc2c(c(Cn3cnc4ccccc43)c1)OCOC2	8%	-7%	-4%	0.8%	-7%	-3%	9.7%	0.8%	2%
Cc1occc1-c1nnc(SCC(=O)Nc2ccc3c(c2)OCO3)n1CC1CCCO1 (stereo not drawn)	-1%	8%	-15%	-1.9%	-8%	-3%	0.5%	-0.1%	0%
O=C(C/C=N\OCc1ccc([N+](=O)[O-])cc1)Nc1ccc(Br)cc1	6%	6%	2%	-1.5%	-3%	nt	2.6%	-0.3%	3%
CC(C)N(Cc1ccccc1)CC(O)COc1ccc(S(=O)(=O)N2CCOCC2)cc1Cl (stereo not drawn)	9%	3%	-3%	-1.2%	-1%	-8%	-2.1%	-0.7%	11%
CC(NC(=O)/C(=C/c1ccc2c(c1)OCO2)NC(=O)c1cccc([N+](=O)[O-])c1)C(=O)O (stereo not drawn)	-8%	-10%	-4%	0.3%	-4%	-4%	1.3%	0.2%	8%
O=C(NC1CCCCCCC1)c1ccc2c(c1)N(Cc1ccc(F)cc1)C(=O)CS2=O (stereo not drawn)	-6%	5%	-8%	-1.1%	5%	4%	-2.0%	-0.7%	2%
COc1ccc(OC)c(NC(=O)C2COc3ccccc3O2)c1 (stereo not drawn)	8%	-3%	4%	-0.8%	-10%	-6%	0.9%	0.0%	3%
COc1ccc(C(=O)NC2CCN(C(=O)NCc3ccccc3)CC2)cc1	4%	9%	-2%	nt	-5%	-1%	-0.1%	0.1%	2%
COc1cccc(NS(=O)(=O)c2ccc3[nH]cc(C(=O)NCCN4CCOCC4)c(=O)c3c2)c1	14%	10%	-2%	0.6%	-8%	-3%	0.1%	nt	11%
C#CCOCCOCCOCCNc1nc(N2CCN(C(=O)[C@H]([C@@H](C)O)n3cc(CCCCN)nn3)CC2)nc(N2CCN(C(=O)[C@H](CCCCN)n3cc(CC(C)O)nn3)CC2)n1 (stereo partly drawn)	-4%	nt	nt	nt	nt	-2%	2.5%	nt	3%
Cc1ccc(S(=O)(=O)N/N=C\c2ccc(Cl)c([N+](=O)[O-])c2)cc1	5%	-8%	2%	-0.6%	1%	-2%	0.7%	-0.8%	9%
O=C(O)c1cc(N/N=C/c2cccs2)ccc1Cl	nt	1%	-6%	-1.4%	-1%	nt	3.2%	0.5%	17%
COc1cc(-c2cc(-c3ccc(N)cc3)[nH]c(=O)c2C#N)cc(OC)c1OC	-7%	0%	-35%	nt	-8%	-90%	1.3%	0.3%	13%
Cc1ccc(-c2cc(C(=O)Nc3cc(C)on3)c3ccccc3n2)cc1	-5%	6%	-4%	-0.7%	10%	1%	4.7%	-0.5%	0%
O=C(COC(=O)/C=C/c1cccs1)NC1CC1	4%	-7%	-1%	-1.4%	-2%	-11%	-0.9%	0.1%	9%
COc1ccc2nc(NCCO)[nH]c2c1	11%	17%	-3%	-1.8%	-1%	2%	3.1%	-0.4%	17%
COc1ccccc1OCCc1nnc(N)s1	-2%	-11%	0%	3.8%	-3%	0%	0.8%	0.0%	10%
CCc1cc2c(=O)c(-c3ccc4c(c3)OCCO4)coc2cc1OC(=O)c1ccco1	6%	-10%	-14%	nt	4%	3%	44%	1.6%	5%
Cc1ccccc1CNC(=O)c1ccccc1	2%	-7%	-6%	-0.9%	-4%	-3%	1.8%	0.0%	3%
CC(C)CC(=O)N1CCC(N2CCN(c3ccccc3)CC2)CC1	15%	8%	-5%	-0.3%	-1%	-7%	0.5%	-0.9%	10%
CN(C)c1ccc(NC(=O)CN2C3CCCC2CC(NC(=O)c2ccccc2)C3)cc1 (stereo not drawn)	29%	20%	1%	nt	0%	-6%	13%	0.1%	7.5µM*
CCC[C@@H]1C[C@@]1(CCC)[C@@H](NC(=O)c1ccccc1)c1ccc(C(=O)OC)cc1	12%	30%	-6%	-4.6%	6%	-9%	15%	0.8%	-36%
O=C(NC1CC1)c1nc(Cn2cc([N+](=O)[O-])cn2)no1	11%	23%	-7%	nt	-7%	-1%	1.0%	-0.3%	8%
Carrying on.
SMILES	Rac1 GTP hydrolysis	GPR35 arrestin U2OS	Salmonella PhoP GFP	CSM14.1 death rescue	LYP inhibition	Dengue-2 NS5 capping	RSV CPE inhibition	West Nile antiviral	Large T inhibition
Cc1onc(-c2ccccc2)c1C(=O)N1CCN(S(=O)(=O)c2ccccc2C(F)(F)F)CC1	5%	-11%	-8%	nt	-10%	-3%	0.6%	-0.9%	2%
CCCN1CCN(C(=O)C2CCN(c3ncnc4c3nc3n4CCCCC3)CC2)CC1	7%	1%	1%	nt	-12%	1%	3.9%	0.1%	15%
COc1ccc(C(C)=O)cc1COC(=O)c1cnc(Cl)c(Cl)c1	2%	-7%	7%	0.4%	0%	-2%	-0.9%	1.1%	2%
C=CCNC(=S)NNc1nc2sc3c(c2c(=O)[nH]1)CC(C)(C)OC3	11%	-5%	-8%	nt	-8%	-3%	1.2%	0.9%	11%
O=C(Nc1cccc2cccnc12)c1cccc(N2C(=O)CCC2=O)c1	8%	8%	9%	-0.7%	-5%	-2%	0.6%	0.1%	1%
CCOc1ccc(C(=O)NCC2CCN(CC3CCCCC3)CC2)cc1	-8%	12%	nt	nt	-10%	-7%	nt	0.1%	nt
CCC(C)c1cc(S(=O)(=O)N2CCOCC2)ccc1OC (stereo not drawn)	5%	7%	-4%	0.8%	-3%	1%	1.8%	-0.3%	13%
CN(C)C(=O)CN1C(=O)C2CCCCN2C(=O)c2ccccc21 (stereo not drawn)	-2%	14%	-8%	-2.2%	-5%	5%	1.2%	-0.4%	9%
CC(C)NC(=O)NC(=O)CN1c2cccc3cccc(c23)S1(=O)=O	6%	-5%	3%	nt	-4%	10%	2.6%	-0.2%	14%
C[C@H](NC(=O)N1CCn2c1nc1ccccc12)C(=O)NCc1ccccc1	4%	2%	-8%	nt	0%	-11%	4.2%	0.9%	17%
CCOc1ccc(C(=O)NCCCN(CC)CC)cc1	7%	1%	6%	-0.8%	0%	0%	0.2%	-0.1%	15%
C=COCCNC(=S)N1CCOCCOCCN(C(=S)NCCOC=C)CCOCCOCC1	-34%	-13%	14%	nt	5%	-11%	3.5%	-0.6%	3%
CCN(CC)S(=O)(=O)c1ccc(OCC(=O)NC(=O)c2ccccc2OC)c([N+](=O)[O-])c1	4%	-1%	-1%	nt	-8%	-4%	1.2%	0.2%	4%
Cc1ccc(-c2nc(S(=O)(=O)c3ccc(C)cc3)c(N(C)C)o2)cc1	9%	-1%	4%	nt	-7%	-9%	1.0%	-0.9%	2%
N#CCC(=O)Nc1ccc(C(=O)OCC(=O)Nc2cccc(C(F)(F)F)c2)cc1	-9%	-7%	-1%	0.1%	-2%	-8%	0.3%	-0.8%	9%
O=C(NC(=S)Nc1cccc(Cl)c1Cl)C1CC1	5%	13%	-4%	nt	-8%	-1%	4.0%	-1.5%	27%
Cc1cccc(N2CCN(S(=O)(=O)c3c(C)[nH]c(=O)[nH]c3=O)CC2)c1C	-3%	8%	-5%	-0.5%	-4%	2%	3.0%	?	7%
Cc1cc(F)ccc1NS(=O)(=O)c1c(C)nc2scc(C)n2c1=O	5%	-2%	-1%	nt	-8%	2%	6.2%	-0.8%	7%
COc1ccc(OC)c(CN2CCC(CO)(CCOc3ccccc3)CC2)c1	9%	-7%	10%	-0.3%	-8%	-3%	-2.6%	-1.1%	4%
O=C(OC(C(=O)NC1CCCCC1)c1ccccn1)c1cccs1 (stereo not drawn)	2%	1%	-13%	4.2%	-9%	-4%	2.4%	-0.3%	27%

An excerpt of these results, with two lines to a compound.
Order of values – Rac1 GTP hydrolysis, GPR35 arrestin U2OS, Salmonella PhoP GFP, CSM14.1 death rescue, LYP inhibition, Dengue-2 NS5 capping, RSV CPE inhibition, West Nile antiviral, Large T inhibition
- Cc1cc(F)ccc1NS(=O)(=O)c1c(C)nc2scc(C)n2c1=O
  5%, -2%, -1%, nt, -8%, 2%, 6.2%, -0.8%, 7%
- COc1ccc(OC)c(CN2CCC(CO)(CCOc3ccccc3)CC2)c1
  9%, -7%, 10%, -0.3%, -8%, -3%, -2.6%, -1.1%, 4%
- O=C(Nc1cccc2cccnc12)c1cccc(N2C(=O)CCC2=O)c1
  8%, 8%, 9%, -0.7%, -5%, -2%, 0.6%, 0.1%, 1%
- COc1ccc(C(C)=O)cc1COC(=O)c1cnc(Cl)c(Cl)c1
  2%, -7%, 7%, 0.4%, 0%, -2%, -0.9%, 1.1%, 2%
- N#CCC(=O)Nc1ccc(C(=O)OCC(=O)Nc2cccc(C(F)(F)F)c2)cc1
  -9%, -7%, -1%, 0.1%, -2%, -8%, 0.3%, -0.8%, 9%
- CC(C)NC(=O)NC(=O)CN1c2cccc3cccc(c23)S1(=O)=O
  6%, -5%, 3%, nt, -4%, 10%, 2.6%, -0.2%, 14%
- Cc1ccc(-c2nc(S(=O)(=O)c3ccc(C)cc3)c(N(C)C)o2)cc1
  9%, -1%, 4%, nt, -7%, -9%, 1.0%, -0.9%, 2%
